Bioassay records deposited in PubChem by several laboratories.
MC4R antagonist: human MC4R antagonism in cAMP assay; P32245; MC4R-expressing cells, MTII-stimulated cAMP, LANCE TR-FRET; inhibition, % at 6.5 µM; 0.48% of 360,000 active; AID 540295;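 active means inhibition above its plate's cutoff, the mean of tested wells on that plate plus 3 SD, cut at about 29% in these data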;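 further: 0% = Melanotan II alone and 100% = Melanotan II plus saturating MCL0020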
Target sequence (P32245 whole entry, looked up): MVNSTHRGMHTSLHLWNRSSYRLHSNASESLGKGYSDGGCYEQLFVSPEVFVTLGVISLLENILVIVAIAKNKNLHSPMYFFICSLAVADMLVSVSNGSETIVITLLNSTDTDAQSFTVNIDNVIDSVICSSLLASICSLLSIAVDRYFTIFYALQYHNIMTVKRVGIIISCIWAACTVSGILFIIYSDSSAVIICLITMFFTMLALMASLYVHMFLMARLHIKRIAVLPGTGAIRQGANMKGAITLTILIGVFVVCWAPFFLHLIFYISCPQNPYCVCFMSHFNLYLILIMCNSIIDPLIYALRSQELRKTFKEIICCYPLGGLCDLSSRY
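Assay system: U2OS cells stably expressing human melanocortin 4 receptor (MC4R) / Dosing: 6.5 µM / Timing: compound 30 min, challenge 1 h, detection 1 h / Measured by: Eu-cAMP/anti-cAMP TR-FRET, emission 671 nm / Replicates: singlicate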
NR2F2 inh: NR2F2 (human) inhibition, primary screen; AID 686940; HEK293T NGFI-A luciferase reporter, luminescence; 0.7% of 370,000 active; P24468; inhibition, % at 8.6 µM;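 active means inhibition above a per-plate cutoff, mean inhibition of test wells between control levels plus 3 SD, cut at about 38% in these data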;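 further: cells cotransfected with COUP-TFII expression vector driving the NGFI-A reporter; 0% = median of COUP-TF2 test wells and 100% = reporter-only cells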
MC4R ag barr: human MC4R agonism via beta-arrestin; U2OS MC4R beta-arrestin complementation, luminescence; percent of melanotan II response, DMSO zero; activation, % at 8.9 µM; 0.98% of 360,000 active;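 active means activation above a per-plate cutoff, the mean activation of sample wells on that plate plus 3 SD, cut at about 8% in these data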
ABHD5 PLIN5 PPI: blocks binding of human ABHD5 to perilipin-5. 0.78% of 360,000 active. inhibition, % at 4 µM. Q00G26+Q8WTS1. Split G. princeps luciferase complementation, luminescence, 4 h;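 active means inhibition above the mean inhibition across every tested compound plus 3 SD, cut at about 22% in these data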;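 further: 0% = DMSO only wells and the 100% control is not disclosed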
SRC2 inh: inhibits human steroid receptor coactivator 2 | Q15596 | HEK293 GAL4-SRC2 luciferase reporter, luminescence | 0.17% of 370,000 active | inhibition, % at 9 µM;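 active means inhibition above the mean inhibition of all tested compounds plus 3 SD, set per campaign, cut at about 52% in these data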;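 further: 0% = DMSO treated cells and 100% = cells given Gossypol at 36 µM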
LRH-1 inv ag: NR5A2 inverse agonism in reporter assay; inhibition, % at 3.6 µM; 0.13% of 360,000 active; AID 602396; HEK293T StAR-luciferase reporter, LRH-1 transfected, 24 h;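 active means inhibition above the mean inhibition of all tested compounds plus 3 SD, cut at about 73% in these data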;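 further: 0% = DMSO wells and 100% = reporter-only cells lacking LRH-1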
Target sequence (O00482 whole entry, looked up): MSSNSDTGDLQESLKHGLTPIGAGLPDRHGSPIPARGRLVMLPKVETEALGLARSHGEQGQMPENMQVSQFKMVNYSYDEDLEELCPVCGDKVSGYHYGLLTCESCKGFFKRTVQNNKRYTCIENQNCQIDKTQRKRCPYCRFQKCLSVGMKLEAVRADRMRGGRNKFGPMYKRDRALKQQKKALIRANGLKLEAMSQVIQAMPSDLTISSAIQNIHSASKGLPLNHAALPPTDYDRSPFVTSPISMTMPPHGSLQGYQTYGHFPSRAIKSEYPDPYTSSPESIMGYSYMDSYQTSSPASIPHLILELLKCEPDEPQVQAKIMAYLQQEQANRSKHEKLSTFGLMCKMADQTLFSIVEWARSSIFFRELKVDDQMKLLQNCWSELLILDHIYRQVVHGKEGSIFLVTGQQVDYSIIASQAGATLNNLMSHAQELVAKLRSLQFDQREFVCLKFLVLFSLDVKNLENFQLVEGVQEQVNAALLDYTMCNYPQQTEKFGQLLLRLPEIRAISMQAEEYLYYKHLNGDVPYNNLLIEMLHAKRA
NOD2-RIPK2 inh: NOD2-RIPK2 protein interaction inhibition; O43353; CHO BLA complementation NOD2-RIPK2, CCF4 ratio; inhibition, % at 4.98 µM; 0.38% of 360,000 active; AID 624267; in the data active means inhibition above about 21%;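 further: 0% = vehicle only and 100% = reference blocker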
NCOA1 inh: human NCOA1 inhibition | Q15788 | HEK293 GAL4-SRC1 luciferase reporter, luminescence | inhibition, % at 3.6 µM | 0.12% of 360,000 active | AID 588354;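 active means inhibition above the campaign mean plus 3 SD, with each screening campaign given its own cutoff, cut at about 60% in these data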;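 further: 0% = DMSO treated cells and 100% = gossypol at 36 µM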
EBV LMP1 NFkB: reduces LMP1-driven NF-kappaB luciferase signal; LMP1-induced NF-kappaB luciferase reporter cells, luminescence; inhibition, % at 12.5 µM; 0.69% of 350,000 active; in the data active means inhibition above about 41%;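 further: 0% = neutral control wells and 100% = reference inhibitor control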
TLR9-MyD88 inh: blocks human TLR9 binding to MyD88; Q9NR96+Q99836; 0.21% of 340,000 active; AID 504734; inhibition, % at 4.98 µM; CHO BLA complementation TLR9-MyD88, CCF4 FRET ratio;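 active means inhibition above the mean over all tested compounds plus 3 SD, cut at about 21% in these data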;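 further: 0% = DMSO only wells and 100% = clavulanate BLA inhibitor control wells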
SRC3 inh: human NCOA3 inhibition. Q9Y6Q9. HEK293 GAL4-SRC3 luciferase reporter, luminescence. inhibition, % at 3.6 µM. 0.17% of 360,000 active. AID 588352;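 active means inhibition above a per-campaign cutoff, the mean of all compounds plus 3 SD, cut at about 60% in these data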;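 further: 0% = DMSO-treated cells and 100% = gossypol-treated cells at 36 µM; higher means less SRC3-driven luciferase light from the GAL4 reporter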
* marks the source's active call; other numbers are inactive results. A portion of the library; the hit share may differ from the screen's.

COc1ccc(NC(=O)C2CC(=O)OC2(C)C)cc1 (configuration not stated) was read as MC4R antagonist 1, NR2F2 inh 17, MC4R ag barr -1.1, ABHD5 PLIN5 PPI 0, SRC2 inh 12, LRH-1 inv ag -5, NOD2-RIPK2 inh 2, NCOA1 inh -17, EBV LMP1 NFkB 2, TLR9-MyD88 inh -2 and SRC3 inh -4.
COc1ccc(N2CC(C(=O)N3CCN(c4ccccc4F)CC3)CC2=O)cc1 (configuration not stated) was read as MC4R antagonist -2, NR2F2 inh 10, MC4R ag barr 3.3, ABHD5 PLIN5 PPI -5, SRC2 inh 4, LRH-1 inv ag 8, NOD2-RIPK2 inh -5, NCOA1 inh 0, EBV LMP1 NFkB 0, TLR9-MyD88 inh 6 and SRC3 inh 3.
Cn1c(Cn2c(=O)sc3ccccc32)nnc1SCC(=O)NCCc1ccccc1 was read as MC4R antagonist -1, NR2F2 inh 0, MC4R ag barr -1.4, ABHD5 PLIN5 PPI -1, SRC2 inh -23, LRH-1 inv ag -6, NOD2-RIPK2 inh -1, NCOA1 inh 4, EBV LMP1 NFkB -2, TLR9-MyD88 inh -13 and SRC3 inh 9.
`CCOC(CNC(=O)Cc1c(C)nc2c(-c3ccccc3)c(C)nn2c1C)OCC` gave MC4R antagonist 4, NR2F2 inh -1, MC4R ag barr -1.1, ABHD5 PLIN5 PPI -2, SRC2 inh 13, LRH-1 inv ag 7, NOD2-RIPK2 inh 6, NCOA1 inh -31, EBV LMP1 NFkB 1, TLR9-MyD88 inh 2 and SRC3 inh 5.
`Cc1ccc(C(=O)c2ccc(CC(=O)O)n2C)cc1` gave MC4R antagonist 7, NR2F2 inh 14, MC4R ag barr -1.5, ABHD5 PLIN5 PPI -5, SRC2 inh 1, LRH-1 inv ag 28, NOD2-RIPK2 inh -8, NCOA1 inh -2, EBV LMP1 NFkB -3, TLR9-MyD88 inh -8 and SRC3 inh -39.
For C[C@H](CO)N1C[C@H](C)[C@@H](CN(C)S(=O)(=O)c2cccs2)Oc2c(NC(=O)Nc3ccccc3)cccc2C1=O the results were MC4R antagonist 18, NR2F2 inh 1, MC4R ag barr 0.5, ABHD5 PLIN5 PPI -2, SRC2 inh -18, LRH-1 inv ag -14, NOD2-RIPK2 inh -5, NCOA1 inh 1, EBV LMP1 NFkB 2, TLR9-MyD88 inh -12 and SRC3 inh -27.
CC(=O)Nc1sc(NC(=O)c2ccc(Cl)cc2)nc1-c1cccs1 was read as MC4R antagonist -9, NR2F2 inh 17, MC4R ag barr -0.7, ABHD5 PLIN5 PPI -2, SRC2 inh -14, LRH-1 inv ag 16, NOD2-RIPK2 inh -2, NCOA1 inh 5, EBV LMP1 NFkB 3, TLR9-MyD88 inh -3 and SRC3 inh -31.
Screening CS(=O)c1ccccc1COC(=O)Nc1cccc(Cl)c1 (configuration not stated) returned MC4R antagonist 2, NR2F2 inh 3, MC4R ag barr -2.5, ABHD5 PLIN5 PPI -2, SRC2 inh 0, LRH-1 inv ag -16, NOD2-RIPK2 inh -3, NCOA1 inh -16, EBV LMP1 NFkB -4, TLR9-MyD88 inh 5 and SRC3 inh 18.
`Cc1ccccc1CNC(=O)Cc1cccs1` gave MC4R antagonist 13, NR2F2 inh -26, MC4R ag barr -0.9, ABHD5 PLIN5 PPI -2, SRC2 inh 4, LRH-1 inv ag -52, NOD2-RIPK2 inh -6, NCOA1 inh -77, EBV LMP1 NFkB -12, TLR9-MyD88 inh -7 and SRC3 inh -22.
CC[n+]1c(S(=O)(=O)[O-])ccc2ccc(C)cc21 was read as MC4R antagonist 16, NR2F2 inh -14, MC4R ag barr 1.0, ABHD5 PLIN5 PPI -2, SRC2 inh 19, LRH-1 inv ag 4, NOD2-RIPK2 inh -8, NCOA1 inh -29, EBV LMP1 NFkB -4, TLR9-MyD88 inh 2 and SRC3 inh 1.
Screening CCc1c(C)c(C#N)c2nc3ccccc3n2c1NCC1CCCO1 (configuration not stated) returned MC4R antagonist 2, NR2F2 inh 14, MC4R ag barr -1.8, ABHD5 PLIN5 PPI -2, SRC2 inh -10, LRH-1 inv ag 4, NOD2-RIPK2 inh -3, NCOA1 inh 1, EBV LMP1 NFkB 1, TLR9-MyD88 inh -3 and SRC3 inh 10.
Screening CN(C(=O)c1ccc2c(c1)OCCO2)c1c(N)n(Cc2ccccc2)c(=O)[nH]c1=O returned MC4R antagonist 15, NR2F2 inh 2, MC4R ag barr -1.1, ABHD5 PLIN5 PPI 5, SRC2 inh -5, LRH-1 inv ag -15, NOD2-RIPK2 inh 1, NCOA1 inh -6, EBV LMP1 NFkB 4, TLR9-MyD88 inh 7 and SRC3 inh -13.
For C=CCN1C(=NC(=O)COc2ccccc2)SC2CS(=O)(=O)CC21 (configuration not stated) the results were MC4R antagonist 6, NR2F2 inh 19, MC4R ag barr -1.8, ABHD5 PLIN5 PPI -2, SRC2 inh 21, LRH-1 inv ag 5, NOD2-RIPK2 inh 1, NCOA1 inh 6, EBV LMP1 NFkB 8, TLR9-MyD88 inh 5 and SRC3 inh -4.
For C(/C=C/C=C/Nc1ccccc1)=Nc1ccccc1 the results were MC4R antagonist 12, NR2F2 inh -20, MC4R ag barr -1.7, ABHD5 PLIN5 PPI -1, SRC2 inh 4, LRH-1 inv ag -9, NOD2-RIPK2 inh -19, NCOA1 inh 7, EBV LMP1 NFkB -6, TLR9-MyD88 inh -17 and SRC3 inh -3.
`O=C(NCCN1CCOCC1)c1cn(-c2ccccc2)nc1-c1cccs1` gave MC4R antagonist 9, NR2F2 inh -4, MC4R ag barr 0.7, ABHD5 PLIN5 PPI 7, SRC2 inh -28, LRH-1 inv ag 1, NOD2-RIPK2 inh 13, NCOA1 inh -8, EBV LMP1 NFkB -15, TLR9-MyD88 inh -7 and SRC3 inh 10.
Screening CCOC(=O)Cn1c(=O)c2c(nc3n2CCCN3CCc2ccccc2)n(C)c1=O returned MC4R antagonist 9, NR2F2 inh 7, MC4R ag barr 2.5, ABHD5 PLIN5 PPI -7, SRC2 inh 15, LRH-1 inv ag -9, NOD2-RIPK2 inh 3, NCOA1 inh 5, EBV LMP1 NFkB 4, TLR9-MyD88 inh 2 and SRC3 inh -5.
O=C(COc1ccccc1Cl)Nc1cc(Cl)ccc1Oc1ccccc1 was read as MC4R antagonist -8, NR2F2 inh -1, MC4R ag barr -1.2, ABHD5 PLIN5 PPI 2, SRC2 inh -5, LRH-1 inv ag 17, NOD2-RIPK2 inh 2, NCOA1 inh 2, EBV LMP1 NFkB -2, TLR9-MyD88 inh -3 and SRC3 inh 6.
For COc1ccc(C[C@H]2CN3C(=NC[C@@H]3Cc3ccccc3)N2CCNC(=O)CCC2CCCCC2)cc1 the results were MC4R antagonist 4, NR2F2 inh 2, MC4R ag barr 2.4, ABHD5 PLIN5 PPI 11, SRC2 inh -12, LRH-1 inv ag 11, NOD2-RIPK2 inh 4, NCOA1 inh 15, EBV LMP1 NFkB 0, TLR9-MyD88 inh 2 and SRC3 inh 9.
CCN1CCN(c2nc3ccccc3nc2NS(=O)(=O)c2ccc(NC(C)=O)cc2)CC1 was read as MC4R antagonist -5, NR2F2 inh -19, MC4R ag barr 2.5, ABHD5 PLIN5 PPI 6, SRC2 inh -18, LRH-1 inv ag -6, NOD2-RIPK2 inh -9, NCOA1 inh 6, EBV LMP1 NFkB 8, TLR9-MyD88 inh 6 and SRC3 inh -10.
For Cn1c(=O)c2[nH]c(CN(Cc3ccccc3)Cc3ccccc3)nc2n(C)c1=O the results were MC4R antagonist 8, NR2F2 inh 18, MC4R ag barr -0.9, ABHD5 PLIN5 PPI 3, SRC2 inh -6, LRH-1 inv ag 6, NOD2-RIPK2 inh -1, NCOA1 inh 10, EBV LMP1 NFkB 21, TLR9-MyD88 inh -3 and SRC3 inh 9.
`O=C(NNC(=O)c1ccccc1[N+](=O)[O-])c1ccc(NS(=O)(=O)c2cccs2)cc1` gave MC4R antagonist 5, NR2F2 inh -3, MC4R ag barr -2.3, ABHD5 PLIN5 PPI 8, SRC2 inh -4, LRH-1 inv ag 1, NOD2-RIPK2 inh 9, NCOA1 inh 3, EBV LMP1 NFkB 0, TLR9-MyD88 inh -8 and SRC3 inh -19.
`CCOC(=O)Cn1c(=O)oc2cc(S(=O)(=O)NCC3CCCO3)ccc21` (configuration not stated) gave MC4R antagonist 5, NR2F2 inh -4, MC4R ag barr 0.1, ABHD5 PLIN5 PPI 5, SRC2 inh -11, LRH-1 inv ag 8, NOD2-RIPK2 inh 4, NCOA1 inh 2, EBV LMP1 NFkB -20, TLR9-MyD88 inh -4 and SRC3 inh -2.
`CCCCCCCCNC(=O)c1cnsn1` gave MC4R antagonist 1, NR2F2 inh -3, MC4R ag barr 1.0, ABHD5 PLIN5 PPI -1, SRC2 inh -9, LRH-1 inv ag -2, NOD2-RIPK2 inh -5, NCOA1 inh -3, EBV LMP1 NFkB 0, TLR9-MyD88 inh -11 and SRC3 inh -9.
CC(C)CCN1CCN(Cc2ccc(N3CCNC3=O)cc2)CC1CCO (configuration not stated) was read as MC4R antagonist 4, NR2F2 inh 13, MC4R ag barr -1.8, ABHD5 PLIN5 PPI -1, SRC2 inh -4, LRH-1 inv ag -21, NOD2-RIPK2 inh -3, NCOA1 inh 1, EBV LMP1 NFkB -7, TLR9-MyD88 inh -9 and SRC3 inh 8.
Screening O=S1(=O)N=C(Nc2ccc(O)c(CN3CCCCC3)c2)c2ccccc21 returned MC4R antagonist 0, NR2F2 inh 13, MC4R ag barr -1.5, ABHD5 PLIN5 PPI 4, SRC2 inh -19, LRH-1 inv ag 7, NOD2-RIPK2 inh -4, NCOA1 inh 1, EBV LMP1 NFkB 5, TLR9-MyD88 inh -1 and SRC3 inh 0.
`COc1ccccc1NC(=O)c1cccnc1` gave MC4R antagonist 5, NR2F2 inh 12, MC4R ag barr -1.5, ABHD5 PLIN5 PPI 7, SRC2 inh 14, LRH-1 inv ag -2, NOD2-RIPK2 inh -4, NCOA1 inh -16, EBV LMP1 NFkB 2, TLR9-MyD88 inh 1 and SRC3 inh 1.
COc1ccc(NC(=O)CSc2n[nH]c(-c3ccncc3)n2)cc1Cl was read as MC4R antagonist 8, NR2F2 inh 1, MC4R ag barr -1.0, ABHD5 PLIN5 PPI 6, SRC2 inh -35, LRH-1 inv ag 12, NOD2-RIPK2 inh 3, NCOA1 inh 0, EBV LMP1 NFkB -8, TLR9-MyD88 inh -7 and SRC3 inh 2.
